GSH bead fluor: GSH bead compound fluorescence profile | GSH beads flow cytometry, compound fluorescence 488/530 nm; stronger effect = higher value | fluorescence (KMESF) at 10 µM | hit rate 0.25% among 190,000 | AID 1776; in the data active means fluorescence above about 89;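 further: glutathione beads carrying GST-tagged Bcl family fusion proteins plus one bare bead set; values are compound well signal with DMSO vehicle wells as background; inactives centre near 16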
Avidin fluor: avidin bead compound fluorescence profile; hit rate 0.38% among 220,000; fluorescence (KMESF) at 10 µM; Avidin beads, compound fluorescence 488/530 nm, flow cytometry; stronger effect = higher value; in the data active means fluorescence above about 47; further: inactives centre near 10
Bim-Bfl-1: disrupts Bim binding to human Bfl-1 | Q16548 | inhibition, % at 10 µM | hit rate 0.12% among 190,000 | Bead-based flow cytometry, Bim-Bfl-1 binding inhibition;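 further: 0% = wells without compound plus tracer and 100% = blocker peptide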
ABCB1 block: blocks JC-1 efflux by human ABCB1 transporter | P08183 | CCRF-Adr cells, flow cytometry | inhibition, % at 6.6 µM | hit rate 0.067% among 190,000 | AID 1326; in the data active means inhibition above about 40%;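 further: 0% = vehicle and 100% = reference inhibitor; higher value means more JC-1 retained so stronger ABCB1 efflux block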
Target sequence (P08183 whole entry, looked up): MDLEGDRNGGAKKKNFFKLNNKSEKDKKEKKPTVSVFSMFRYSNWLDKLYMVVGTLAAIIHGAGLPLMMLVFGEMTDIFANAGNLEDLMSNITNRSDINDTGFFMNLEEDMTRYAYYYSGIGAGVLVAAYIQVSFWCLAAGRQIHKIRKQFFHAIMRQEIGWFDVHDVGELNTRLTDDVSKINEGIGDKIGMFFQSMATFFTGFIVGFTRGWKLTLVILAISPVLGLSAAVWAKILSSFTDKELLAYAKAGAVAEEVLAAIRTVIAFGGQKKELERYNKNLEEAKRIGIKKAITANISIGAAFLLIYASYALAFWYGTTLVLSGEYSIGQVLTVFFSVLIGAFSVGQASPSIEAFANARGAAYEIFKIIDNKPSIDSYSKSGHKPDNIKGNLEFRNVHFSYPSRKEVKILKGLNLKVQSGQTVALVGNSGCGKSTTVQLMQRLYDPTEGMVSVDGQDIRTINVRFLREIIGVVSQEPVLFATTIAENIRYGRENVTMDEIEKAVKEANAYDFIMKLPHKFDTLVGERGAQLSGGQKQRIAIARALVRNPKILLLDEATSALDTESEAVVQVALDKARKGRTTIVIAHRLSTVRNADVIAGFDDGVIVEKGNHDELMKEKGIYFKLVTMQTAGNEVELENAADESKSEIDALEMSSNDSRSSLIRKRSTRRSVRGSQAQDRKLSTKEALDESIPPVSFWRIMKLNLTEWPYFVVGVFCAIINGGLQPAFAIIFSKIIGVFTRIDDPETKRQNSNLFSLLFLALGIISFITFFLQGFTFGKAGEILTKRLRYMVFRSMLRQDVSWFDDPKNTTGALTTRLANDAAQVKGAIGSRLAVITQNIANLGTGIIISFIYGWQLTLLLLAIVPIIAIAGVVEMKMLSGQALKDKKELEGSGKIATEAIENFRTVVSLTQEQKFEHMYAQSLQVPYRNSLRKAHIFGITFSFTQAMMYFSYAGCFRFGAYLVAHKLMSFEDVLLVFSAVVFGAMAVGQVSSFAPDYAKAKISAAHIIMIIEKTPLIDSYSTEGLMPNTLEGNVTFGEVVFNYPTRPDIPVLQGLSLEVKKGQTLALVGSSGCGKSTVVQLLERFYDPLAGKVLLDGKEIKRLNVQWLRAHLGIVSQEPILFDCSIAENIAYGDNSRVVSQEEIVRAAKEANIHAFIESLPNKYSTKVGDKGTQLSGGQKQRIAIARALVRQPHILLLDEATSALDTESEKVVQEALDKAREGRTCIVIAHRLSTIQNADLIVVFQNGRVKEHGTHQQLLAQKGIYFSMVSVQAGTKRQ
ABCG2 block: human ABCG2 inhibition, ABCB1 as counter-screen | Q9UNQ0 | inhibition, % at 6.6 µM | hit rate 0.1% among 190,000 | IgMXP3 cells, JC-1 efflux, flow cytometry;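 active means inhibition above 80%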;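 further: 0% = DMSO and 100% = nicardipine control wells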
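Assay system – ABCG2 IgMXP3 and barcoded ABCB1 CCRF-Adr cell mix · Input – 3 million cells/mL in well · Reagent – JC-1 fluorescent substrate · Compound – single test compound dose, 6.6 µM final · Timing – 10 min exposure at 25 °C with rotation, no wash · Detection – flow cytometry of retained JC-1 fluorescence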
Bcl-XL Bim block: disrupts Bim peptide binding to human Bcl-XL; bead flow cytometry, fluorescence; AID 1007; inhibition, % at 10 µM; hit rate 0.04% among 190,000
Bim-Bcl-2: disrupts Bim peptide binding to human Bcl-2; Bead-based flow cytometry, Bim peptide-Bcl-2 binding; inhibition, % at 10 µM; hit rate 0.06% among 190,000; in the data active means inhibition above about 40%; inconclusive means no clear call, values can overlap the other calls;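 further: 0% = no compound wells with probe peptide and 100% = reference peptide inhibitor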
Bcl-W Bim block: inhibitors of Bim-Bcl-W interaction, human; hit rate 0.02% among 190,000; inhibition, % at 10 µM; Q92843; bead-based flow cytometry, Bim peptide-Bcl-W binding; AID 952;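 further: 0% = bound tracer without compound and 100% = peptide blocker; higher means less fluorescent Bim peptide bound to Bcl-W beads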
RGS4-Gao reg: human RGS4-Galphao interaction regulation | P09471 | Multiplexed bead flow cytometry, RGS4-Galphao binding; actives lie on both sides | binding response (% of control), % at 10 µM | hit rate 0.33% among 220,000 | AID 1415; in the data active means binding response below about 49% or above about 150%; inactive means in between;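 further: fluorescent Galphao activated with aluminum fluoride binding bead-coupled RGS4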
Bcl-B Bim block: inhibitors of Bim-Bcl-B interaction, human | AID 951 | hit rate 0.073% among 190,000 | Q9HD36 | inhibition, % at 10 µM | bead-based flow cytometry, Bim peptide-Bcl-B binding;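 further: 0% = tracer peptide without compound and 100% = reference inhibitor peptide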
RGS7-Gao: modulates binding of RGS7 to human Galphao; binding response (% of control), % at 10 µM; hit rate 0.35% among 220,000; AID 1439; Multiplexed bead flow cytometry; actives lie on both sides; in the data active means binding response below about 49% or above about 150%; inconclusive means no clear call, values can overlap the other calls; inactive means in between;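 further: fluorescent Galphao held in activated GDP-AlF4 state binding bead-coupled RGS7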
* marks the source's active call; other numbers are inactive results; ? = inconclusive. Unless noted, no stated cut-off is given here; in the data, active means inhibition above about 40%.

Values in the order: GSH bead fluor, Avidin fluor, Bim-Bfl-1, ABCB1 block, ABCG2 block, Bcl-XL Bim block, Bim-Bcl-2, Bcl-W Bim block, RGS4-Gao reg, Bcl-B Bim block, RGS7-Gao
- COC(=O)c1c(N2C(=O)[C@H]3[C@@H](C2=O)[C@]2(C(=O)Nc4ccc(C)cc42)N2CCC[C@@H]32)sc(C)c1C
  13, 7, -7, 0.7, -1, 0, -1, 3, 98, 0, 103
- Cc1cccc(Cc2c(C)nc3nc(SCC(=O)O)nn3c2C)c1
  8, 8, 4, 0.0, 5, 0, 4, 4, 91, 0, 88
- O=C(Nc1cccc(S(=O)(=O)N2CCCCC2)c1)c1ccc([N+](=O)[O-])o1
  16, 17, -8, -0.4, 6, -6, -7, -6, 99, -7, ?
- CC(=O)n1cc([C@H]2C=C(C(=O)Nc3ccccc3)O[C@@H](OCc3ccc(CO)cc3)C2)c2ccccc21
  18, 6, -3, 17, 11, -1, -6, -1, 99, -6, 102
- COc1ccc2c(CC#N)c[nH]c2c1
  53, 9, -12, 0.3, 2, 8, -3, 1, 103, -6, 102
- CC(C)COc1cccc(C(=O)NC(=S)NCc2cccnc2)c1
  11, 11, -1, 1.1, 26, -3, -5, -3, 94, -4, 90
- S=C(NCC1CCCO1)Nc1cccc2ccccc12 (stereo not given)
  19, 12, -2, 0.2, 1, -1, -1, 0, 105, -2, 102
- Nn1c(SCC(=O)NC2CCCCC2)nnc1C1CC1
  36, 11, -19, 0.5, 1, -12, -9, -4, 102, -13, 102
- C=CCNc1nc(Nc2ccccc2F)nc(OCC)n1
  21, 9, -3, 0.5, 10, 0, 0, 0, 98, -2, 95
- COc1cccc(C2=CC(c3cccc(OC)c3OC(F)F)n3nnnc3N2)c1 (stereo not given)
  25, 17, -11, 0.8, 4, -5, -7, 0, 99, -7, 96
- O=S(=O)(c1cccs1)N1CCC(CO)(Cc2ccc(Cl)cc2)CC1
  23, 10, -7, 0.5, 1, -2, -1, 1, 104, -2, 102
- COc1cc2c(cc1OC)CN(c1ccc([N+](=O)[O-])cc1C#N)CC2
  11, 11, 0, 2.4, 35, -4, -5, -1, 97, -5, 102
- CCOC(=O)c1c(/N=C/c2ccc(O)cc2O)sc2c1CCC2
  13, 10, -1, -0.1, 1, -12, -4, -7, 102, -10, 105
- O=c1c2[nH]c3ccccc3c2ncn1Cc1ccncc1
  17, 7, -12, 0.3, 1, -1, -3, 4, 98, -4, 102
- COc1cccc(OC)c1C(=O)Nc1ccc(C)cc1C(=O)c1ccccc1
  15, 21, -8, 1.4, 15, -2, -5, -3, 101, -4, 102
- CC(C)OCCCNC(=O)CN1C(=O)CC(C)(C)S(=O)(=O)c2ccccc21
  25, 8, -7, -2.7, -3, -2, -4, 2, 101, -6, 97
- Cc1ccc2[nH]c(=O)c(CN(Cc3nnnn3C3CCCC3)C3CCCCC3)cc2c1
  14, 11, 0, 2.8, 3, 1, 1, -1, 96, 0, 97
- COc1ccc(CC(NC(C)=O)C(=O)N2CCN(C(=O)N(C(C)C)C(C)C)CC2)cc1 (stereo not given)
  16, 22, -2, 0.5, 1, 1, -3, -3, 101, 2, 98
- CN(CCc1ccccn1)C(=O)CCC1CCCN(C(=O)CCOc2ccccc2)C1 (stereo not given)
  19, 16, -4, 1.2, 2, 1, -3, 4, 101, -3, 105
- CCOC(=O)C1CCN(C(=O)COc2ccc(Cl)cc2)CC1
  12, 4, 0, 0.1, 2, -3, 2, 0, 98, 0, 102
- Cc1nn(-c2cccc(C(F)(F)F)c2)c(Cl)c1/C=N/n1cnnc1
  12, 10, -10, 0.3, 9, -3, -8, 2, 102, -8, 102
- Cc1ccc(-n2nnnc2-c2cnc3cc4c(cc3c2C)OCO4)cc1
  23, 14, -2, 2.0, 3, 0, 1, 1, 93, 0, 92
- CCCCOC(=O)Cn1c(=O)c2c(nc3n2CCCCN3c2ccc(C)cc2)n(C)c1=O
  13, 10, -9, 3.6, 10, 3, -5, 3, 104, -6, 100
- Cc1cc(C)c(OCCCCN2CCC(C)CC2)c(Br)c1
  14, 8, -5, 0.8, -3, -5, -5, -3, 102, -4, 103
- COc1cccc(C2c3c(oc4ccc(Cl)cc4c3=O)C(=O)N2c2cc(C)on2)c1OC (stereo not given)
  45, 8, -12, 1.4, 4, -19, -12, -2, 106, -9, 104
- Cc1cc(C)c(S(=O)(=O)c2ccccc2)c(OC(=O)c2c(Cl)cccc2Cl)n1
  37, 7, -11, 1.4, 5, 0, -9, -1, 96, -8, 99
- COC(=O)Cc1c(C(=O)OC)nnn1-c1cccc(C(F)(F)F)c1
  10, 13, -4, 0.2, 2, 2, -3, 0, 95, 0, 91
- COc1cc(S(=O)(=O)N2CCCCC2)ccc1NC=O
  11, 7, -2, 0.1, 3, 1, 1, 1, 100, 0, 100
- c1cncc(C(c2nnnn2C2CCCCC2)N2CCCCC2)c1 (stereo not given)
  12, 14, -10, 0.6, 5, 0, -3, 0, 104, -2, 104
- CCCNC(=O)N(C)c1nncnc1C(=O)NC
  11, 20, -6, 0.3, 1, -2, 0, -5, 106, -8, 103
- COc1cccc(C(=O)NCC(=O)OCc2ccc(F)cc2Cl)c1
  9, 3, -2, 1.1, 8, -7, -1, -3, 101, -7, 100
- CO/N=C(/CS(=O)c1ccc(Br)cc1)c1ccc(OC)cc1 (stereo not given)
  25, 12, -23, 0.5, 8, -12, -13, -6, 103, -15, 101
- COC(=O)c1ccccc1NC(=O)CS(=O)(=O)Cc1nc(-c2ccc(C)cc2)oc1C
  26, 6, -8, 0.8, 4, -6, -7, 0, 104, -8, 102
- C=CC#CC1(O)CC(C)N(C)CC1C (stereo not given)
  13, 23, 7, 0.5, 0, -1, 4, 4, 100, 0, 104
- CCOC(=O)CC(NC(=O)C(CC)c1ccccc1)c1ccccc1Cl (stereo not given)
  8, 11, 1, 5.4, 41, 0, 0, 3, 109, 2, 112
- O=[N+]([O-])c1cc([N+](=O)[O-])c2c(=Nc3ccccc3)n(-c3ccccc3)n(O)c2c1
  11, 7, 39, 0.0, 5, 7, 16, 22, 98, 0, ?
- CCOC(=O)c1ccc(NC(=S)N(CCCN2CCN(CC)CC2)Cc2cccs2)cc1
  9, 11, -3, 3.1, 2, -1, -3, 0, 88, -8, ?
- COc1cc(S(=O)(=O)N2CCC(C(N)=O)CC2)c(C)cc1C
  23, 10, 4, 0.0, 1, 0, 1, 1, 97, 3, 96
- CCOC(=O)c1c(NC(=O)COc2cccc3c2CCN(CC)C3=O)sc2c1CCC2
  10, 13, -16, 3.5, 0, -8, -20, -1, 100, -9, 101
- CN(C)c1nc(N)nc(N(c2ccccc2)c2ccccc2)n1
  18, 7, -11, 0.2, 0, -2, -6, 0, 101, -4, 100
- CCCNC(=O)c1cc2c3ccccc3n(C)c2s1
  17, 10, 2, 0.3, 2, 2, 1, 0, 98, -3, 99
- CCOC(=O)NC1(Nc2cccc(Cl)c2)Oc2ccccc2O1
  16, 20, -7, 3.1, 29, -7, -5, -5, 101, -10, 99
- CCCCCCC(=O)N/N=C/Cc1ccccc1
  52, 7, -2, -0.5, 0, -1, 0, 1, 97, -2, 95
- Cc1ccc(NC(=O)C(=O)NCc2ccc(/C=N/NC(=O)c3c(C)nc4ccccn34)o2)cc1
  12, 22, -5, -0.2, 40, -2, -5, -4, 101, -8, 98
- O=C(N/C(=C\c1ccc(Br)cc1)C(=O)N1CCCC1)c1ccccc1F
  12, 8, -3, 0.1, 0, -1, -2, -3, 100, -2, 98
- Nc1ccccc1C(=O)Nc1nccs1
  17, 10, 6, -0.6, 1, 2, 1, 2, 102, 2, 104
- COc1ccc(OC)c(NC(=O)c2ccc(CN(c3cc(Cl)ccc3C)S(=O)(=O)c3ccccc3)cc2)c1
  10, 21, -2, 0.1, 1, -1, -3, -1, 99, -1, 93
- O=c1oc2c3c4c(cc2c(C(F)(F)F)c1CCN1CCOCC1)CCCN4CCC3
  29, 10, -8, 7.1, 19, -14, -9, -3, 108, -2, 103
- CCN(C(=O)CSc1nnc(NC2CCCCC2)s1)C1CCS(=O)(=O)C1 (stereo not given)
  5, 8, -10, 0.1, 1, -5, -5, 0, 97, -5, 100
- O=C(c1ccc(CS(=O)(=O)c2ccc(Br)cc2)o1)N1CCN(c2ncccn2)CC1
  22, 7, -11, 1.1, 1, -3, -11, 0, 104, -7, 102
- N#C/C(=C/c1cn(-c2ccccc2)nc1-c1cccc(OCc2ccccc2)c1)C(=O)NCCCn1ccnc1
  13, 13, -7, 2.6, 10, -6, -4, 0, 94, -6, 92
- COc1ccc(C(CCN)Cc2ccccc2)cc1 (stereo not given)
  14, 9, -9, 1.4, 3, -4, -1, -2, 101, 0, ?
- CCOC(=O)c1c(-c2ccc(C)o2)csc1NC(=O)CSc1nnc(C)s1
  25, 14, -10, -3.0, 2, -4, -11, 1, 95, -9, 93
- COc1ccc(S(=O)(=O)N2CCN(C)CC2)c2ccccc12
  24, 5, -13, 0.4, 0, -2, -9, 0, 104, -10, 104
- Cc1ccc(CNC(=O)C2(c3cccs3)CCOCC2)cc1
  13, 11, -7, 0.3, -1, -7, -9, -5, 98, -9, 100
- N#CNC(N)=Nc1cccc(Cl)c1
  3, 8, -3, 0.0, 0, -6, 0, 2, 98, -1, 99
- COc1cccc(-c2ccc(C#N)c(SCC(=O)NCCc3ccc(Cl)cc3)n2)c1
  18, 14, -15, 0.2, 2, -6, -9, -9, 101, -12, 97
- Cc1ccccc1-n1nnnc1SCC(=O)N(C)C1CCS(=O)(=O)C1 (stereo not given)
  13, 13, -3, 0.0, 5, 5, 0, 0, 97, -2, ?
- O=C(NC1CCCCC1)NC1(C(=O)NCCCN2CCOCC2)CCCCC1
  25, 4, -9, -1.0, 0, 5, -6, -4, 114, -6, 106
- CC(=O)Nc1cccc(/C(C)=N/NC(=O)c2ccccc2Cl)c1
  11, 23, -5, 0.1, 2, 2, 0, 4, 108, -3, 106

Further structures
Values in the order: GSH bead fluor, Avidin fluor, Bim-Bfl-1, ABCB1 block, ABCG2 block, Bcl-XL Bim block, Bim-Bcl-2, Bcl-W Bim block, RGS4-Gao reg, Bcl-B Bim block, RGS7-Gao
- COc1ccccc1N1CCN(Cc2nc(N)nc(Nc3ccccc3)n2)CC1
  19, 29, -1, 0.5, 0, -1, 0, -2, 101, -2, 99
- S=C(Nc1ccc(Nc2ccccc2)cc1)NC1CCCCCC1
  11, 11, 0, -0.1, 1, -8, -5, -3, 100, -25, ?
- CCOC(=O)C1CCCN(C(=O)c2cc(=O)c3ccccc3o2)C1 (stereo not given)
  27, 40, -12, -0.1, 0, -1, -6, -2, 130, -6, 129
- N#Cc1ccc(C(=O)Nc2nnc(-c3ccccn3)o2)cc1
  12, 8, -6, 0.3, 6, -8, -3, -5, 86, -7, 63
- O=C(c1ccc(CS(=O)(=O)Cc2ccc(Cl)cc2)o1)N1CCCC1
  21, 28, -18, 0.8, 6, -9, -8, -1, 101, -5, 96
- Cc1nnc(SCC(=O)Nc2ncc3c(n2)CCCC3=O)s1
  24, 36, 0, 1.0, 6, -1, -1, 0, 105, 0, 100
- CCCC(=O)Nc1ccc2oc(-c3ccncc3)nc2c1
  12, 35, 0, 0.3, 2, -2, 0, 0, 104, 0, 103
